# Assay outcomes: PubChem BioAssay, several laboratories
# GDH-TPI inh – GDH-TPI coupling enzyme inhibitors, primary screen, artefact control for M. tuberculosis FBA inhibitor project, biochemical, absorbance, full deck; GDH-TPI coupled enzyme counterscreen, NADH absorbance; AID 588335, 2011; 360,000 tested, 1.2% active; inhibition, % at 4.8 µM; in the data active = inhibition above about 30%;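 note: 0% = DMSO wells and 100% = wells lacking the enzyme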
# Mtb UGM inh – M. tuberculosis UGM enzyme inhibitors, primary screen, biochemical, fluorescence polarization, single point | purified UGM, fluorescence polarization probe displacement | UDP-galactopyranose mutase (Mycobacterium tuberculosis (strain ATCC 25618 / H37Rv)), … | 320,000 tested, 0.06% active | inhibition, % at 10 µM; in the data active = inhibition above about 10%, passing the limit was not always enough; inconclusive = no clear call, values can overlap the other calls
# Target sequence (P9WIQ1 whole entry, looked up): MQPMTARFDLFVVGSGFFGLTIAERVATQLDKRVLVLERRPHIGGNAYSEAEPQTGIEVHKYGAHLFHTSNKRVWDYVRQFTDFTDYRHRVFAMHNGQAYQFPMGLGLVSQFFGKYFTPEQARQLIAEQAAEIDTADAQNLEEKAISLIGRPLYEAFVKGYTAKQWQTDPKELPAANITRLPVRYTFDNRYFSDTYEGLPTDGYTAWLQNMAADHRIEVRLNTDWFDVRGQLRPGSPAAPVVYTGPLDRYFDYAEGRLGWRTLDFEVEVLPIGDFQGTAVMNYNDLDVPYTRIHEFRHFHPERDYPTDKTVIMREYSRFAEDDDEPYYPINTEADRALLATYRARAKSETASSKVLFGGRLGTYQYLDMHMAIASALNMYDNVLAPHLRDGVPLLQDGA
# BoNT A protease – BoNT/A light chain protease inhibitors, primary screen, biochemical, flow cytometry, MLPCN library; inhibition, % at 10 µM; AID 588499, 2011; multiplex microsphere protease substrate cleavage; 360,000 tested, 0.17% active; Botulinum neurotoxin type A light chain protease (Clostridium botulinum A str. ATCC 3502); note: plate controls were buffer without enzyme for full effect and enzyme alone for no effect
# Mtb BioA inh – M. tuberculosis BioA enzyme inhibitors, primary screen, biochemical, plate reader, single point, HTS | purified M. tuberculosis BioA enzyme | inhibition, % at 9.99 µM | 360,000 tested, 0.096% active; in the data active = inhibition above about 40%; inconclusive = no clear call, values can overlap the other calls
# Mtb FBA inh – Mtb FBA enzyme inhibitors, primary screen, biochemical, fluorescence, strain H37Rv; Fructose-bisphosphate aldolase (Mycobacterium tuberculosis (strain ATCC 25618 / H37Rv)), …; purified M. tuberculosis FBA, fluorescence read-out; inhibition, % at 1 µM; 360,000 tested, 2.3% active; AID 588726, 2011; in the data active = inhibition above about 27%;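 note: 0% = vehicle and 100% = reference inhibitor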
# Target sequence (P9WQA3 whole entry, looked up): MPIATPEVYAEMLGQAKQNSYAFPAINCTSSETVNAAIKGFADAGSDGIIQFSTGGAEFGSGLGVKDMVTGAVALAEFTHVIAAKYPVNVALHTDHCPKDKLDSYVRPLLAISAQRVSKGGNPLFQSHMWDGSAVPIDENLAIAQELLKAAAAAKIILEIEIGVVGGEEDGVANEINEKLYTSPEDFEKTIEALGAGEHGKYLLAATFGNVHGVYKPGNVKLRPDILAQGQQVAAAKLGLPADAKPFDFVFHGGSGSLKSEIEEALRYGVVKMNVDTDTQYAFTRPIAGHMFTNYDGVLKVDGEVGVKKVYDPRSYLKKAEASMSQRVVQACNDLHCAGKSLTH
# PfHsp40 rescue – rescue of yeast from PfHsp40 toxicity, primary screen, S. cerevisiae, ATP luminescence; S. cerevisiae expressing PfHsp40, growth rescue; growth rescue, % at 12.5 µM; 340,000 tested, 0.68% active; in the data active = growth rescue above about 28%, passing the limit was not always enough; inconclusive = no clear call, values can overlap the other calls;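 note: yeast W303a lacking pdr1 and pdr3 grown in galactose medium; growth measured after three days at 30 °C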
# Anthrax LF prot – Bacillus anthracis LF protease inhibitors, primary screen, biochemical, multiplex microsphere, MLPCN library. multiplex microsphere protease cleavage assay. AID 588501, 2011. Lethal factor (Bacillus anthracis), P15917. 360,000 tested, 0.12% active. inhibition, % at 10 µM; note: plate controls were buffer without enzyme for full effect and enzyme alone for no effect
# BoNT F protease – BoNT/F light chain protease inhibitors, primary screen, biochemical, flow cytometry, MLPCN library; Botulinum neurotoxin type F light chain protease (Clostridium botulinum); Multiplex microsphere protease cleavage assay; inhibition, % at 10 µM; 360,000 tested, 0.22% active; AID 588497, 2011; in the data active = inhibition above about 35%, passing the limit was not always enough; inconclusive = no clear call, values can overlap the other calls; note: plate controls were buffer without enzyme for full effect and enzyme alone for no effect
# FadD28 binding – inhibitors of FadD28 bisubstrate probe binding, primary screen, biochemical, fluorescence polarization, single point; Mycobacterium tuberculosis FadD28 fatty-acid-AMP ligase; 360,000 tested, 0.22% active; AID 588549, 2011; inhibition, % at 12.5 µM; in the data active = inhibition above about 8.5%, passing the limit was not always enough; inconclusive = no clear call, values can overlap the other calls
# Active calls of the source: *; ? = inconclusive; . = no result given. Cut-off read from the data, not from the text of the source, unless noted: active = inhibition above about 30%; inconclusive = no clear call, values can overlap the other calls; inactive = below that.
SMILES,GDH-TPI inh,Mtb UGM inh,BoNT A protease,Mtb BioA inh,Mtb FBA inh,PfHsp40 rescue,Anthrax LF prot,BoNT F protease,FadD28 binding
CCOC(=O)NC(=O)c1cn(C(CC)CO)c(=O)[nH]c1=O (configuration not stated),0,-1.3,0.5,.,0,1.0,0,-1,0.3
O=C1OCCN1C(=O)[C@H]1[C@H](c2ccc(Cl)cc2)C(c2ccc(F)cc2)=NN1c1ccc(Br)cc1,31*,.,0.4,-0.3,55*,-1.0,3,-4,-1.1
CCCNC(=O)c1ccc(COc2ccc(C(C)(C)C)cc2)o1,-3,1.8,-1.6,-1.7,1,6.9,-6,16,-2.0
COc1ccc(C(=O)NCc2nnc(SCC(=O)NC3CCCCC3)n2C)cc1,2,-1.8,-3.7,-1.9,0,-0.4,-2,4,-0.9
CCOc1ccc(C2C(C(=O)NC)=C(C)Nc3nc4ccccc4n32)cc1OC (configuration not stated),6,0.7,1.8,-0.9,2,1.4,3,-2,-0.1
COCCN(C(=S)Nc1ccccc1OC)C1CCN(C(C)=O)CC1,-2,0.3,0.8,.,-3,-1.5,0,-4,-2.8
CCOC(=O)C1(Cc2cccc(F)c2)CCN(Cc2cnn(CC)c2C)CC1,2,-3.9,-2.5,.,1,0.5,-4,-17,-1.3
CCOC(=O)C1CCN(C(=O)c2c(-c3c(Cl)cccc3Cl)noc2C)CC1,7,1.0,-0.1,-0.7,4,0.2,0,-3,-3.8
CC(C)(C)NC(=O)CSC(=Nc1ccc(F)cc1)NC#N,-12,-2.1,0.2,1.1,0,1.8,0,-2,-0.6
CCC(C)(C(=O)NC1CCCC1)N(CC1CCCO1)C(=O)CNC(=O)c1ccccc1 (configuration not stated),8,1.2,0.3,-1.8,0,-2.1,-3,15,-2.0

# Reformatted with tabs: part of the list above.
Compound	GDH-TPI inh	Mtb UGM inh	BoNT A protease	Mtb BioA inh	Mtb FBA inh	PfHsp40 rescue	Anthrax LF prot	BoNT F protease	FadD28 binding
CC(C)(C)NC(=O)CSC(=Nc1ccc(F)cc1)NC#N	-12	-2.1	0.2	1.1	0	1.8	0	-2	-0.6
CCCNC(=O)c1ccc(COc2ccc(C(C)(C)C)cc2)o1	-3	1.8	-1.6	-1.7	1	6.9	-6	16	-2.0

# (cont.)
SMILES,GDH-TPI inh,Mtb UGM inh,BoNT A protease,Mtb BioA inh,Mtb FBA inh,PfHsp40 rescue,Anthrax LF prot,BoNT F protease,FadD28 binding
CS(=O)(=O)N(Cc1ccc(Cl)cc1)c1ccc(C(=O)NCc2ccccn2)cc1,-6,5.1,-1.5,2.5,-3,-1.0,-1,-5,-6.3
COc1ccc(CN(C)Cc2ccccc2)c(OC)c1OC,-3,-1.1,0.4,.,3,-0.5,1,-2,-0.3
COc1ccc(S(=O)(=O)N2CCCCC2)cc1NC(=O)C1CC(=O)N(Cc2ccccc2)C1 (configuration not stated),8,-0.2,-0.4,.,6,1.0,0,2,-2.2
CCOc1ccccc1C(=O)N(CN1CCCC1=O)c1cccc(Cl)c1,11,-0.7,?,-1.2,0,-0.6,-5,1,-1.8
CC1Cc2ccccc2N1C(=O)CSc1nnnn1C (configuration not stated),7,-0.1,-0.2,1.6,-10,-0.2,0,4,-1.2
Cn1c(SCc2nc3cc(C(=O)O)ccc3c(=O)[nH]2)nnc1C(F)(F)F,4,2.4,0.0,.,4,-0.6,-7,0,-2.3
COc1ccccc1/C=N/NC(=O)C(=O)Nc1ccccc1OC(F)(F)C(F)F,15,-0.5,0.6,-0.2,0,0.0,-2,3,-0.9
CCOc1ccc(N2CC(C(=O)N3CCCCCC3)CC2=O)cc1 (configuration not stated),1,0.4,-3.4,-1.3,7,0.6,11,-1,-3.0
Cc1cccc(NS(=O)(=O)c2cccc(C(=O)Nc3cccc(C(=O)O)c3)c2)c1,0,0.6,1.2,-0.5,1,10,4,?,-5.3
COCc1cc(NCc2ccc(Cl)cc2)nc(C)n1,-4,0.6,-0.1,1.7,2,-1.0,-20,-9,-1.5
CCN(CC)C(=O)Cn1nc(-c2ccncc2)nc1SCC(=O)Nc1ccc(OC)cc1,3,-4.2,-0.1,-0.6,2,0.1,-4,-5,-2.1
CCOc1ccc(NC(=O)CN(c2ccc(OCC)cc2)S(=O)(=O)c2c(C)[nH]c(=O)[nH]c2=O)cc1,-2,2.4,-0.8,.,-3,-0.8,-5,-10,-0.4
CCOC(=O)c1nc2c(=O)n(C)c(=O)n(C)c2n(C)c1=O,16,2.3,0.9,.,18,-1.3,3,-6,-1.0
O=C(COc1ccccc1F)Nc1ccc2[nH]c(=O)[nH]c2c1,-7,-0.9,.,-0.3,9,-0.9,.,.,1.3
Cc1n(Cc2ccccc2)c2ccccc2[n+]1Cc1ccccc1,3,1.0,-1.0,16,2,0.4,-9,10,1.6
O=C(CNC(=O)c1cnccn1)Nc1ccc(F)c(F)c1F,4,1.6,0.6,2.0,2,-1.2,0,10,1.7
CCOC(=O)CCC(=O)NCc1ccc2c(c1)cc(C)n2C,16,0.1,15,0.3,3,-1.1,21,12,3.9
CSc1ccc(S(=O)(=O)Nc2ccc(F)cc2)cc1,0,-1.1,0.0,.,1,3.1,-3,3,-1.1
COc1cccc(C(c2nnnn2C(C)(C)C)N2CCN(C/C=C/c3ccccc3)CC2)c1OC (configuration not stated),.,.,-0.2,-1.9,1,.,-2,-2,-2.0
COc1ccc(NC(=O)COC(=O)c2ccncc2)c(OC)c1,2,-0.1,0.0,.,1,-0.5,-1,-2,-1.8
Cc1nc(=O)c(-c2ccccc2)c(C)n1-c1ccccc1O,0,-1.5,0.6,1.6,1,0.9,-2,-2,-1.3
CCN(CC)c1ccc(C(=O)OCC(=O)N(C)Cc2ccccc2)cc1,16,-1.5,0.5,.,1,9.5,-6,-3,-1.5
Cc1ccc(C(=O)N2c3ccccc3CC2C)o1 (configuration not stated),-9,0.2,0.2,-1.1,-2,-0.3,-3,1,-3.3
COc1ccc(-n2nc(C(=O)NCC(=O)NCCC3=CCCCC3)c3ccccc3c2=O)cc1OC,1,-5.3,-8.6,.,1,0.5,4,-10,-2.2
CCC(OC(=O)c1ccc(S(C)(=O)=O)c([N+](=O)[O-])c1)C(=O)NC1C2CC3CC(C2)CC1C3 (configuration not stated),11,.,-0.6,0.4,-2,.,1,-3,-3.5
CCOc1ccc(CNC(=O)c2ccc3c(c2)N(CC)CCS3)cc1,6,0.4,-0.4,-0.1,71*,1.8,-8,-10,-1.5
Cc1[nH]c2ccc(C(=O)N3CCCC3)cc2c1C,11,2.1,0.6,-0.8,0,0.5,-3,4,0.7
CC(=O)Nc1ccc(C(=O)OC2CCOC2=O)cc1 (configuration not stated),-8,-0.2,0.2,-2.0,0,15,-3,5,-4.6
CC(c1nccs1)N(C)c1nc2nonc2nc1N(C)C (configuration not stated),25,-0.3,-1.1,.,2,1.0,8,6,-4.4
C=CCNC(=S)NCc1cccnc1,3,0.9,-0.6,.,4,-0.1,-2,2,-0.6
CC(=O)SC(C[N+](=O)[O-])c1cn(C(C)=O)c2ccccc12 (configuration not stated),1,1.0,0.2,.,0,-0.5,-4,6,-1.4
O=C(CNC(=O)c1cccs1)N/N=C/c1ccc(Cl)cc1,-4,-0.9,-1.4,-0.1,0,-0.6,-8,7,-0.6
Cc1ccc(S(=O)(=O)CCC(=O)N2CCN(c3ccc(Cl)cc3)CC2)cc1,9,-2.2,-2.0,-2.2,1,3.7,-2,-3,0.6
COc1ccc(C(C)(O)c2nc(-c3ccncc3)cs2)cc1 (configuration not stated),2,.,-0.4,2.9,-2,.,-9,-6,0.5
COc1ccc(/C=C(/NC(=O)c2ccco2)C(=O)NCc2ccco2)cc1OC,16,0.9,0.6,0.5,0,-0.4,-3,12,-0.2
Cc1ccc(-c2nnc(-c3ccc4ccccc4c3)o2)cc1,12,.,-0.4,.,2,-0.1,0,2,-3.2
O=C(CSc1nc(=O)n2ccccc2n1)NCc1ccc2c(c1)OCO2,12,-0.6,-1.5,.,-2,-1.9,2,-5,-3.9
COc1ccc(C(C)=O)cc1COC(=O)CCNS(=O)(=O)c1ccc(C(C)=O)cc1,-9,2.8,-0.8,3.4,5,-1.5,3,10,-1.8
O=C(CCN=C1NS(=O)(=O)c2ccccc21)Nc1ccc(F)cc1Cl,9,-1.1,0.3,2.0,3,1.7,-1,-12,-0.5
Cc1cc(S(=O)(=O)N2CCOCC2)ccc1F,5,0.2,0.5,1.1,2,1.0,-2,6,-2.2
Cc1ccc(SCC(=O)OC(C)C(=O)NCc2ccccc2)cc1 (configuration not stated),0,.,-1.7,-1.2,0,0.1,-3,-4,0.1
CC(C)(C)c1cc(Br)ccc1OCC(=O)Nc1ncn[nH]1,-6,-0.6,-0.1,-0.2,3,0.4,-2,1,0.4
Cc1[nH]nc(C(=O)NN=Cc2ccccc2Cl)c1N=NN(C)C,10,.,0.1,.,-3,41*,-2,-3,-3.9
CCOc1ccc(CCNC(=O)c2ccc(=O)[nH]c2)cc1OCC,8,2.2,1.4,-4.7,0,-0.9,-1,-3,-1.4
COC(=O)C1C(c2ccccc2)C(C(=O)O)C1c1ccccc1 (configuration not stated),-1,-1.4,-0.2,-0.2,0,0.0,2,-2,-2.2
O=C(O)c1ccc(N/N=C/c2ccnc3ccccc23)cc1,8,-3.0,-0.1,0.4,-2,2.8,-3,-1,-1.1
O=C(NN1C(=O)c2cc(Br)ccc2NC1c1cc(Br)cc(Br)c1O)c1ccncc1 (configuration not stated),7,-0.2,0.5,.,-4,4.9,0,-14,5.6
Cc1ccc(-n2c(=O)c(C#N)cc3c(=O)n4ccccc4nc32)cc1C,13,-1.5,-0.1,-1.2,67*,1.1,0,-2,-3.0
Cc1ccc(-c2cc(C(=O)N3CCCC(C(F)(F)F)C3)c3ccccc3n2)o1 (configuration not stated),6,2.9,-3.2,-0.5,87*,19,1,3,-3.3
COc1cccc(/C=N/NC(=S)NCc2ccco2)c1OC,5,-1.3,-0.8,.,6,0.3,-7,-5,-0.6

# Some of the entries above in a different format:
canonical_smiles | GDH-TPI inh | Mtb UGM inh | BoNT A protease | Mtb BioA inh | Mtb FBA inh | PfHsp40 rescue | Anthrax LF prot | BoNT F protease | FadD28 binding
Cc1[nH]nc(C(=O)NN=Cc2ccccc2Cl)c1N=NN(C)C | 10 | . | 0.1 | . | -3 | 41* | -2 | -3 | -3.9
CCOc1ccc(CCNC(=O)c2ccc(=O)[nH]c2)cc1OCC | 8 | 2.2 | 1.4 | -4.7 | 0 | -0.9 | -1 | -3 | -1.4
COC(=O)C1C(c2ccccc2)C(C(=O)O)C1c1ccccc1 (configuration not stated) | -1 | -1.4 | -0.2 | -0.2 | 0 | 0.0 | 2 | -2 | -2.2
O=C(O)c1ccc(N/N=C/c2ccnc3ccccc23)cc1 | 8 | -3.0 | -0.1 | 0.4 | -2 | 2.8 | -3 | -1 | -1.1

# Following part:
SMILES,GDH-TPI inh,Mtb UGM inh,BoNT A protease,Mtb BioA inh,Mtb FBA inh,PfHsp40 rescue,Anthrax LF prot,BoNT F protease,FadD28 binding
CC(C)=C(NC(=O)c1ccccc1)C(=O)N/N=C(\C)c1ccccc1O,12,-1.4,0.2,-0.4,-3,-1.8,2,-2,-2.0
O=C(/C=C/c1ccccc1)NCc1ccco1,9,-1.5,1.1,-0.7,0,0.5,-9,3,-1.1
Cc1ccsc1CNS(=O)(=O)c1ccc(F)cc1,-8,6.6,0.5,-0.7,2,-0.8,4,-6,-2.2
CC(C)CCN1CCC(CN2C(=O)C(=O)NC[C@@H]2CC(C)C)CC1,.,.,0.2,3.9,0,.,11,-8,-3.3
